ARNT-TACC3 inh: disrupts binding between human ARNT and TACC3; Q9Y6A5; AlphaScreen His-ARNT PAS-B/GST-TACC3 binding, luminescence; TACC3 fragment carries E629A point mutation; inhibition, % at 9.99 µM; 390,000 tested, 0.66% active; AID 623870;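 active means mean inhibition of replicates at least 50% and at least half of replicates each reaching 50%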;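 further: 0% = complete ARNT plus TACC3 wells and 100% = ARNT alone without TACC3; many hits fall short of the cut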
C2C12 statin: protects C2C12 myotubes from simvastatin toxicity; ATP luminescence, 48 h; scaled: DMSO 0, geranylgeraniol control 100; rescue of ATP level, % at 7.49 µM; 330,000 tested, 0.78% active; AID 602340;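 active means mean ATP rescue above about 67%, or every replicate alone reaching that limit, limit read from the data, passing the limit was not always enough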;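 further: myotubes were challenged with 10 µM simvastatin during compound exposure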
PAX8 reporter: lowers PAX8-driven luciferase in RMG-I cells; RMG-I TPO-luciferase reporter, SteadyGlo, 24 h; inhibition, % at 12.6 µM; 360,000 tested, 1.2% active;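 active means mean replicate inhibition at least 60% with every replicate also reaching 60%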;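 further: luciferase light reporting Pax8 driven TPO promoter activity; plate controls were median of neutral control wells for no effect and mitoxantrone controls for full effect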
PglD inh: PglD (C. jejuni) enzyme inhibition. purified PglD enzyme, DTNB colorimetric CoA detection. 360,000 tested, 0.098% active. AID 602405. inhibition, % at 12.5 µM; in the data active means inhibition above about 16%, passing the limit was not always enough; further: strong numbers were not always called active
LGR2 antag: inhibitors of bursicon-induced Drosophila LGR2 receptor cAMP signaling | inhibition, % at 9.99 µM | AID 720647 | HEK293 LGR2, CRE-luciferase, bursicon-stimulated, 4 h | 380,000 tested, 0.35% active;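 active means drop in luminescence signal, shown as inhibition above about 50% in the replicate tests, limit read from the data, passing the limit was not always enough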;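 further: agonist challenge used bursicon conditioned medium at about half maximal strength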
PGC1a acetyl inh: lowers PGC1a acetylation signal in U2OS cells. inhibition, % at 15.6 µM. AlphaScreen anti-acetyl-lysine; with virally co-expressed GCN5 acetyltransferase. 350,000 tested, 0.17% active;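 active means every replicate shows inhibition of at least 40%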;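 further: 0% = neutral control wells and 100% = positive control wells; some results beyond the cut were filed as inactive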
Cneo AK release: causes C. neoformans cell lysis. AID 651654. 360,000 tested, 0.2% active. lysis activity, % at 15 µM. adenylate kinase release luminescence, 4 h; normalised: neutral wells 0, clomiphene wells 100;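 active means mean lysis activity across replicates of at least 80%, whatever share of replicates individually reach that level; inactive means mean lysis activity below 80%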
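Material – Cryptococcus neoformans yeast cells · Quantity – 5 × 10^6 yeast cells/mL · Buffer or medium – YPD medium · Compound – single dose · Timing – 4 h static compound exposure, 37 °C, read 1 h post-reagent · Signal – adenylate kinase release luminescence · Read-out basis – lysis from increased AK signal · Benchmarks – Clomiphene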
GSIS activator: GLuc luminescence reporter in INS-1E cells, primary screen for activators of glucose-dependent secretion of insulin. 370,000 tested, 0.61% active. AID 743287. INS-1E GLuc reporter insulin secretion, 2-3 h. activation, % at 16.6 µM;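 active means lowest replicate activation of at least 40%, so every replicate reaches that level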;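 further: 0% = median of neutral control wells and 100% = median of IBMX positive control wells; some compounds called inactive have numbers as strong as hits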
Starred values were filed as active, the others as inactive; nt = not tested or not shown.

SMILES	PGC1a acetyl inh	Cneo AK release	PglD inh	PAX8 reporter	GSIS activator	C2C12 statin	ARNT-TACC3 inh	LGR2 antag
COCCNC(=O)C(c1ccc(C)o1)N(C(=O)c1snc(C(N)=O)c1N)c1ccc(C)cc1 (stereo unspecified)	-8	1	1	nt	16	5	-4	-12
C[C@@H]1CN([C@@H](C)CO)S(=O)(=O)c2ccc(C#Cc3ccccc3F)cc2O[C@H]1CN(C)C(=O)Cc1ccccc1	10	4	2	92*	-46	-57	8	11
CCc1ccc2nc(-c3cccc(C)c3)nc(SCC(=O)NCC3CCCO3)c2c1 (stereo unspecified)	7	1	-4	6	nt	-32	-6	nt
C[C@H]1CCCCO[C@H](CN(C)S(=O)(=O)c2cccs2)[C@@H](C)CN([C@@H](C)CO)C(=O)c2cc(NS(=O)(=O)c3cn(C)cn3)ccc2O1	12	1	1	11	11	nt	1	9
CCOc1ccccc1C(=O)Nc1ccc2c(c1)C(=O)NC2=O	nt	-1	-5	15	-10	12	-1	15
COCC(=O)Nc1ccc2c(c1)[C@H]1C[C@@H](CC(=O)O)O[C@@H](CO)[C@H]1O2	-4	nt	nt	-11	15	nt	nt	-14
Cc1cc(Nc2ccc(C)c(Br)c2)n2nc(C)nc2n1	-1	2	-7	-11	-7	-1	0	0
Cc1ccc(C(=O)Nc2ccc3c(c2)CCC3)cc1S(=O)(=O)N1CCOCC1	nt	-3	-3	-91	-6	8	nt	-35
O=C(COC(=O)c1ccc2c(c1)C(=O)N(Cc1ccco1)C2=O)NCC(F)(F)F	7	1	3	-7	2	-9	nt	4
COc1ccc(S(=O)(=O)Nc2ccc3c(c2)C(=O)N([C@H](C)CO)C[C@H](C)[C@H](CN(C)C(=O)Nc2cccc4ccccc24)OCCCC[C@@H](C)O3)cc1	10	-2	-3	10	7	-7	-5	9
CC(NC(=O)NC1CCCCC1)c1ccccc1 (stereo unspecified)	-12	-1	5	-1	-54	nt	3	2
CCN(CC)CCn1c(SCC(=O)Nc2cccc(OC)c2)nc2c(sc3ccccc32)c1=O	-5	nt	nt	19	-1	nt	-3	-10
CCCCN(CCCNC(=O)Cn1ncc2ccsc2c1=O)Cc1ccccc1	nt	0	0	11	-3	3	1	-1
Cc1ccc(NC2CCCN(C(=O)CSc3ccccn3)C2)cc1C (stereo unspecified)	-3	1	-2	5	1	1	7	2
NC(=O)N/N=C/c1ccc(-c2ccc(S(=O)(=O)Nc3ncccn3)cc2)o1	11	4	5	-18	6	10	-7	1
O=C(O)Cn1c2ccccc2c2n[nH]c(=S)nc21	0	-10	5	3	-8	-2	nt	-6
S=C1SCN(Cc2ccccn2)CN1Cc1ccco1	8	1	-1	nt	-7	47	nt	nt
CN(C)C(=O)CSc1n[nH]c(-c2ccco2)n1	-6	-1	5	-20	4	12	nt	-15
CC1CCCN(c2ccc(C(=O)NCc3ccccc3)cn2)C1 (stereo unspecified)	-19	2	-4	-62	-14	-18	31	-39
Cc1ccc(S(=O)(=O)Nc2ccc3c(c2)CC(=O)N([C@@H](C)CO)C[C@@H](C)[C@@H](CN(C)S(=O)(=O)c2cccs2)O3)cc1	-11	9	2	-1	-25	41	-3	1
CCN1C(=O)[C@H]2[C@@H](c3ccc(-c4ccc(Cl)c(Cl)c4)cc3)N[C@@](C)(C(=O)OC)[C@H]2C1=O	-19	1	1	-2	-12	-27	-4	12
CCN(c1cc(C)cc(C)c1)S(=O)(=O)c1nnc(NC(=O)c2ccco2)s1	10	0	1	-1	1	0	-4	10
CCOC(=O)c1c(NC(=O)CSc2ccccc2C(=O)O)sc(C)c1C	6	0	0	3	0	nt	-3	3
CC(Oc1cc2oc(=O)c3c(c2cc1Cl)CCCC3)C(=O)NCCN1CCOCC1 (stereo unspecified)	-21	1	0	7	14	-27	0	-10
Cc1cc(Br)ccc1SCC(=O)OCC(=O)NC1CC1	0	nt	nt	0	0	10	-9	15
O=C(CSC(=S)N1CCCC1)NCCc1ccccc1	nt	0	8	-13	6	-16	-3	-8
O=C(/C=C/c1ccc(Cl)c(Cl)c1)N1CCc2ccccc21	nt	nt	nt	-16	7	nt	21	-51
CCOc1cc(-c2nc3n(c(=O)c2C#N)CCS3)ccc1O	0	-1	-2	5	-1	-4	-8	2
Cc1ccc(-n2c(SCC(=O)Nc3ccc4c5c(cccc35)CC4)nc(O)cc2=O)cc1	nt	nt	nt	26	1	nt	-2	18
CCOC(=O)c1cc(NC(=O)c2cccs2)ccc1N1CCOCC1	-4	nt	nt	-8	5	nt	0	-2
C[C@@H]1CN([C@@H](C)CO)C(=O)c2cc(NS(=O)(=O)c3ccccc3)ccc2O[C@@H]1CN(C)S(=O)(=O)c1ccc(F)cc1	-13	nt	nt	-14	-9	-18	nt	-2
CN1CCN(C(=O)c2cc3c(c(-c4cccc(-c5cc6ccccc6o5)c4)n2)[C@H](CCO)N(S(=O)C(C)(C)C)C3)CC1 (stereo partly specified)	-30	1	-4	-6	-18	12	nt	-19
O=C1CN(S(=O)(=O)Cc2ccccc2)C[C@@H]2[C@H](c3ccc(C#CC4CC4)cc3)[C@@H](CO)N12	10	nt	nt	21	-1	nt	nt	3
CCN(CC(=O)NCc1ccc(Cl)cc1)C(=O)CSc1ccccc1	nt	5	-1	4	-16	20	0	12
Cc1nn2cc(-c3cccc(Cl)c3)cnc2c1Cl	-5	9	-6	-15	14	-72	1	-29
COc1cccc(CN2CCN(C3CCOCC3)CC2CCO)c1 (stereo unspecified)	-1	-1	4	7	23	-2	0	10
CCCCC(c1nc2ccccc2[nH]1)N(C(=O)c1ccccc1)c1ccccc1[N+](=O)[O-] (stereo unspecified)	-2	7	-3	19	nt	-9	nt	nt
COc1ccc2nc(N3C(=O)CC(Cc4ccc(C)cc4)C3=O)sc2c1 (stereo unspecified)	nt	nt	nt	6	-6	nt	-10	7
CC(C)Cn1nc(C(=O)Nc2cccc(C(=O)NC3CC3)c2)c2ccccc2c1=O	-10	0	-2	-15	6	-5	0	22
CN(C)c1ccc(/C=N/NC(=O)C[n+]2ccccc2)cc1	7	2	-2	2	-14	-2	-9	0
O=C(N/N=C/c1ccccn1)c1cc(-c2ccncc2)nc2ccccc12	nt	nt	nt	-12	3	nt	68*	-16
Cc1ccc(S(=O)(=O)N2C[C@H]3C(=O)C[C@@H](c4ccccc4F)N(S(=O)(=O)c4ccc(C)cc4)[C@H]3C[C@H]2c2ccccc2)cc1	5	9	2	48	-2	4	nt	13
CC(OC(=O)c1cccc(S(=O)(=O)N(C)C)c1)C(=O)NCC(=O)Nc1ccc(F)c(F)c1F (stereo unspecified)	nt	3	-4	10	10	0	22	8
CCN1CCN(C(=O)c2ccc(CS(=O)Cc3ccc(C)cc3)o2)CC1 (stereo unspecified)	7	1	4	-5	16	3	-1	-5
CC(=O)NC(c1ccccc1)c1nc(/C=C/c2ccccc2)cs1 (stereo unspecified)	9	-3	3	-7	-17	22	nt	-1
O=C(NCc1cccc(Cl)c1)c1ccc(-c2csnn2)cc1	3	-1	1	5	5	nt	-49	nt
COc1ccc(NC(=O)N(C)C[C@H]2Oc3cc(-c4ccc(C)cc4)ccc3S(=O)(=O)N([C@@H](C)CO)C[C@@H]2C)cc1	1	4	-1	nt	-3	-14	-2	13
NC(=O)c1cc[n+](CC2=C(C(=O)O)N3C(=O)[C@@H](NC(=O)C(c4ccccc4)S(=O)(=O)[O-])[C@H]3SC2)cc1 (stereo partly specified)	-13	-1	3	nt	nt	-6	-2	nt
Cc1ccc(CNC(=O)CCCn2c(=O)[nH]c3ccccc3c2=O)cc1	7	-7	-4	nt	nt	4	-5	nt
CCCCNC(=O)CCn1c(=O)c2ccccc2n(Cc2ccc(F)cc2)c1=O	nt	nt	nt	34	21	nt	1	8

Next compounds follow:
SMILES	PGC1a acetyl inh	Cneo AK release	PglD inh	PAX8 reporter	GSIS activator	C2C12 statin	ARNT-TACC3 inh	LGR2 antag
O=C(CSc1nnc(-c2ccncc2)n1Cc1ccccc1)NC1CCCc2ccccc21 (stereo unspecified)	nt	nt	nt	10	-21	nt	-2	14
C/C(CC(=O)Nc1ccc2c(c1)OCCO2)=N\NC(=O)Cc1ccc(Cl)cc1	7	-1	6	17	-7	-26	2	-5
CCOC(=O)CNC(=O)CSc1nc2nc(C)c(Br)cc2[nH]1	38	-3	8	nt	nt	-8	-10	nt
CCC(=O)N[C@H]1CC[C@H](CC(=O)NCC2CCCCC2)O[C@@H]1CO	-11	0	0	5	1	-6	-12	-12
O=C(CCCN1C(=O)/C(=C/c2ccccc2Cl)SC1=S)N1CCCC1	-14	-5	-5	-4	-8	19	21	29
CCc1nc2ccc(C(=O)NCCN(C)C)cn2c1N(CC)CCOC	8	0	0	-12	6	13	nt	-19
Cc1c(OC(=O)c2ccc([N+](=O)[O-])cc2)c2c(c[n+]1C)COC(C)(C)OC2	45	-1	-3	nt	nt	-2	-1	nt
Cc1ccc(S(=O)(=O)N(C)CC(=O)Nc2ccccc2)cc1	nt	0	4	-1	nt	-35	-1	nt
CCOC(=O)N1CCN(C(=O)c2cn(CCOC)c(=O)c3c2c2ccccc2n3C)CC1	-3	-5	-2	nt	24	-7	-9	8
O=C(C[C@H]1C[C@H]2c3cc(NC(=O)CC4CC4)ccc3O[C@H]2[C@@H](CO)O1)NCc1ccc(Cl)cc1	-7	-1	-1	10	2	3	-2	4
O=C([C@@H]1N[C@@H]2c3ccc(-c4ccccc4F)c(=O)n3C[C@@H]2[C@H]1CO)N1CCCCC1	-5	-1	2	-11	-1	17	-8	11
Cc1nc(Sc2ccccc2)c(C#N)c(C)c1[N+](=O)[O-]	-4	4	-1	-14	-12	nt	-6	-6
O=C1O[C@@H](c2ccccc2)[C@@H](c2ccccc2)N2[C@@H](c3ccccc3OCCO)[C@]3(C(=O)Nc4ccc(C#CC5=CCCCC5)cc43)[C@@H](C(=O)N3CCCCCCC3)[C@H]12	-8	10	1	-5	nt	nt	27	nt
CC1CCc2nn(CC(=O)NCCCN3CCCCC3)cc2C1 (stereo unspecified)	10	3	-4	0	10	8	-5	-5
COc1ccc(C)cc1NC(=O)C(CCS(C)(=O)=O)NC(C)=O (stereo unspecified)	1	1	-6	-1	28	8	-1	7
O=C(CSc1ncccn1)NCCC1=CCCCC1	-8	-1	-5	-25	7	-2	-9	-11
O=c1cc(CSc2nnc(-c3cccs3)n2Cc2ccccc2)nc2sc3ccccc3n12	nt	1	-3	27	-52	nt	-3	nt
O=C1OCC2=C1C(c1ccc(Cl)cc1)CC(=O)N2c1ccc(F)cc1 (stereo unspecified)	nt	nt	nt	1	-5	nt	-21	-23
O=C(O)/C=C/C(=O)Nc1ccc(OC(F)(F)F)cc1	3	1	1	-1	-5	nt	-4	2
Cc1nonc1NC(=O)CSc1cn[nH]n1	nt	-3	-5	-36	4	31	-3	-6
CC(=O)NCCOC(=O)c1nn(Cc2ccccc2)c(=O)c2ccccc12	-7	1	-1	-3	10	9	-1	-6
CC(=O)N1CCCc2cc(S(=O)(=O)N3CCN(c4ccccn4)CC3)ccc21	12	-1	3	nt	-3	7	-1	-4
CCOC(=O)CN1C(=O)N[C@@H](c2ccccc2)[C@H](C(C)=O)[C@H]1C	nt	-1	-6	-39	-3	-1	-3	-2

Compounds as they come. Share with any hit: about 2.9%.
